TRPML3 agonist: human mucolipin-3 channel agonism. Q8TDD5. HEK293 TRPML3-YFP, Fluo-8 calcium fluorescence; 100% = the carbachol control signal. activation, % at 3 µM. actives 0.29% (n = 220,000);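 active = activation above its plate's cutoff, the mean activation of the plate's test wells plus 3 SD, cut at about 12% in these data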;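 note: 0% = DMSO only wells and 100% = carbachol wells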
Target sequence (Q8TDD5 whole entry, looked up): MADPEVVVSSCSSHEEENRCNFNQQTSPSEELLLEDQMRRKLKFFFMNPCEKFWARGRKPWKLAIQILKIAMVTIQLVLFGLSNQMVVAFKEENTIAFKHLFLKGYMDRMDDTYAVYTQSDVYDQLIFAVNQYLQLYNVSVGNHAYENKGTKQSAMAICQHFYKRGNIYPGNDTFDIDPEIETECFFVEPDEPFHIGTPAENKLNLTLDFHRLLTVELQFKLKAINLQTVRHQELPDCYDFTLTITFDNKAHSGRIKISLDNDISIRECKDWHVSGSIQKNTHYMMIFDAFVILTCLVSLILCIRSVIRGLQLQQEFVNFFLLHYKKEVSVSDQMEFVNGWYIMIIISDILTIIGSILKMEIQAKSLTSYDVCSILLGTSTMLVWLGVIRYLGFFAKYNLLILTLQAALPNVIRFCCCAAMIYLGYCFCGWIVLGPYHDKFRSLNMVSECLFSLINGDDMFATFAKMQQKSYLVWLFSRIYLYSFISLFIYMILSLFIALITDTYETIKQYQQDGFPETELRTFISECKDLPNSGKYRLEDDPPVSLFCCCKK
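Test system – HEK293 line with stable expression of human TRPML3-YFP channel · Control set – carbachol 87 µM final as high control (100%), DMSO as low control (0%) · Signal – Fluo-8 calcium dye fluorescence, ex 470-495, em 515-575 nm · Incubation – 1-h 37 °C dye load, 5-s basal, 120-s post-compound reads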
NPY-Y1 antag: NPY-Y1 (human) receptor antagonism | HEK293-CNG Y1 cells, membrane potential fluorescence; NPY at EC95, then isoproterenol | AID 1040 | actives 1% (n = 200,000) | inhibition, % at 3.6 µM;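 active = inhibition above the campaign mean inhibition of all tested compounds plus 3 SD, cut at about 20% in these data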;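 note: 0% = DMSO wells given NPY plus isoproterenol and 100% = isoproterenol alone without NPY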
Target sequence (P25929 whole entry, looked up): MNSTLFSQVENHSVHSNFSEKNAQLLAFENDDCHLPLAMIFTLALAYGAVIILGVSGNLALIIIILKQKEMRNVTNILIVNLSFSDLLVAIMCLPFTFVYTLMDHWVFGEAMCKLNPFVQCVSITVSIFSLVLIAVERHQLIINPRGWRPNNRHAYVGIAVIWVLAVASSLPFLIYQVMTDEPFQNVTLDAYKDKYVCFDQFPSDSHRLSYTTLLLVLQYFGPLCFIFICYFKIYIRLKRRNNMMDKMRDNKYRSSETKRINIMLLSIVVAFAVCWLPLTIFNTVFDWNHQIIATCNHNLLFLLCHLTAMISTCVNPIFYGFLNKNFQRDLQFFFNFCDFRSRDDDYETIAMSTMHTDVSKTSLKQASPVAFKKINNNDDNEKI
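Material: HEK293 Y1/CNG channel cell line | Also added: NPY (25 nM), isoproterenol (1 µM), Ro 20-1724 (25 µM) | Compound: One concentration, 3.6 µM, in 0.4% DMSO | Schedule: 3 h dye uptake, 1 h room-temperature compound, 45 min post-isoproterenol | Signal: Membrane-potential fluorescent dye readout | Read-out: % inhibition of NPY effect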
EP2 mod: modulators of human EP2 prostaglandin E2 receptor; EP2-expressing cells, cAMP HTRF FRET, PGE2 co-stimulation; induction, % at 25 µM; actives 0.83% (n = 260,000);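 active = compounds whose cAMP rise, as percent of the full-agonist control response, exceeds 60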;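 note: rat C6 glioma line stably carrying human EP2 under a CMV promoter; the protocol text gives 20 µM as final concentration; 100% = response of wells given 1 µM PGE2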
EP2 antag: blocks the human prostaglandin E2 receptor EP2; AID 1422; C6 glioma cells expressing human EP2, cAMP TR-FRET; cells stimulated with saturating PGE2; actives 0.52% (n = 260,000); inhibition, % at 25 µM;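 active = percent inhibition above 40 after rounding to a whole number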;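 note: rat C6 glioma host cells with rolipram phosphodiesterase inhibitor present; the protocol text gives 20 µM as final concentration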
PPC-1+TRAIL kill: PPC-1 cancer cell killing with TRAIL present. PPC-1 cells + TRAIL, ATPLite viability luminescence. cell killing (% activity), % at 4 µM. actives 0.41% (n = 220,000);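 active = cell killing above 50% in the first pass at 4 µM, then a duplicate retest at 5 µM averaging 50% or more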;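 note: plate controls were cells with TRAIL plus DMSO for no effect and medium-only wells lacking cells for full effect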
TRPN1 ag: activates the zebrafish TRPN1 channel | HEK293 zebrafish TRPN1-YFP, Fluo-8 calcium fluorescence; 100% = response to 87 µM carbachol | activation, % at 3 µM | actives 0.18% (n = 220,000);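 active = activation above its plate's cutoff, the mean activation of test wells on that plate plus 3 SD, cut at about 19% in these data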;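 note: 0% = DMSO alone and 100% = 87 µM carbachol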
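System: zebrafish TRPN1-YFP in HEK293 cells / Dosing: 3 µM single point / Timing: dye loading 1 h at 37 °C, then 30 min room temperature / Signal: Fluo-8 calcium fluorescence, excitation 470-495 nm, emission 515-575 nm / Read-out basis: percent activation from peak over basal fluorescence ratio, control-normalized / Control set: high carbachol 87 µM, low DMSO alone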
CHOP inhibitor: inhibitors of CHOP induction in ER stress response | CHO-K1 CHOP-promoter luciferase, tunicamycin-induced, 15-18 h | inhibition, % at 10 µM | actives 3.8% (n = 220,000) | AID 2732;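 active = compounds that reduced the stress-induced luciferase reporter signal by more than about 70% of percent inhibition, limit read from the data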;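 note: 0% = tunicamycin plus vehicle and 100% = wells without tunicamycin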
14-3-3 Bad PPI: disrupts binding of bovine 14-3-3 zeta to phospho-Bad peptide; P63103; TR-FRET 14-3-3zeta/Dy647-pBad peptide displacement, 1 h; inhibition, % at 21.7 µM; actives 0.71% (n = 220,000); AID 781;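 active = inhibition above about 70%, limit read from the data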;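 note: 0% = full 14-3-3 plus peptide FRET controls and 100% = background without 14-3-3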
NPY1 pot ag: potentiates or activates human NPY-Y1 receptor; P25929; activation, % at 3.6 µM; NPY-Y1 expressing cells, potentiator/agonist activation; actives 0.37% (n = 220,000); in the data active = activation above about 33%, passing the limit was not always enough;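 note: cells stimulated with NPY at EC10 then isoproterenol at EC100; 0% = low agonist plus stimulus and 100% = saturating agonist plus stimulus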
Active calls of the source: *; / = not tested or not shown; & = joins results of further samples; [ ] = dose if it differs, or a comment.

Each structure is followed by: TRPML3 agonist, NPY-Y1 antag, EP2 mod, EP2 antag, PPC-1+TRAIL kill, TRPN1 ag, CHOP inhibitor, 14-3-3 Bad PPI, NPY1 pot ag
> CC(C)c1nc(SCC(=O)c2c[nH]c3ccccc23)n[nH]1
  -0.8, /, -4, 19, 22, -0.5, 1, 1, 6
> CC(COc1ccccc1)N1CCC(CO)(Cc2ccccc2)CC1 (configuration not stated)
  1.2, -1, -25, 2, 16, 0.6, 17, -9, -6
> O=C(CC1C(=O)NCCN1Cc1ccoc1)NCCCn1ncc2ccccc21 (configuration not stated)
  0.6, 0, 5, 7, -6, -0.6, 1, -1, -6
> O=C(CCSCCC(=O)NCCN1CCOCC1)NCCN1CCOCC1
  -0.1, 5, 1, 5, 10, -0.3, -1, 6, -27
> CC(=O)C1=NN(c2ccccc2)C(c2ccc3c(c2)OCO3)N1c1ccccc1 (configuration not stated)
  0.7, 7, 20, 7, 9, 0.3, 14, 1, -21
> COC(=O)[C@@H]1CC[C@H](C)[C@@H](c2ccc(C)cc2)N1C(=O)c1ccc(/C=N/O[C@@H](C)CN2CCCCc3nc(C)c(C)cc32)cc1
  0.1, 12, -7, /, 7, -0.3, -6, -11, -20
> Cc1cc(C(=O)CSc2n[nH]c(N)n2)c(C)n1C1CC1
  -0.2, -3, -6, 0, 8, 0.4, -2, 5, 9
> O=C1CSCN1c1ccc(Cl)cc1
  0.8, -1, 1, 11, -1, -0.9, 10, 0, -7
> CN(C)S(=O)(=O)c1cccc(C(=O)Nc2cccnc2)c1
  0.7, 5, 12, 12, 38, -0.1, -9, 6, 7
> Cc1noc(C)c1S(=O)(=O)N(CC(=O)O)c1ccc2c(c1)OCO2
  0.3, 4, 19, 8, -9, 1.3, 22, 8, 9
> Cc1ccc(C(=O)/C=C/Nc2ccc([N+](=O)[O-])cc2Br)cc1
  0.4, 3, -8, 14, 28, 1.4, -28, -8, -2
> O=C1CN(S(=O)(=O)c2ccc(Cl)cc2C(F)(F)F)CCN1
  1.2, -3, -12, 4, 22, 0.3, 10, -5, 14
> CSc1nc2[nH]c3c(c2c2nnnn12)CCCC3
  1.0, 0, -6, /, 0, 1.9, 28, -5[fluorescence artefact?], 2
> COc1ccc(-c2[nH]ncc2Oc2ccccc2OC)c(O)c1
  -1.5, -1, -34, 8, 14, -2.2, 55, 3, 5
> COc1ccc(/C(C)=N/NC(=O)c2ccccc2OCc2ccccc2)c(OC)c1
  0.1, 15, -21, 6, 14, -0.1, -21, -2, -32
> COc1ccc(-n2cnc3cc(NCc4ccco4)ccc32)cc1
  0.1, -4, -16, 10, -19, -0.7, 20, -10, -1
> CC1CC(CC(=O)Nc2nc(-c3ccccc3)cs2)C(=O)O1 (configuration not stated)
  1.1, -4, -71, 3, 11, 0.1, -3, -6, -8
> COc1ccc(C2=NN(C(=O)CSc3nnc(C)n3C)C(c3ccco3)C2)cc1 (configuration not stated)
  1.0, 3, 26, 5, 24, 0.2, 16, 3, 9
> CCCCCOc1ccc(C(=O)NC(C(=O)O)C(C)C)cc1 (configuration not stated)
  0.5, 1, 7, 8, -11, 0.9, -2, -1, 1
> COc1ccc(C(NC(C)=O)c2c(O)ccc3ccccc23)cc1OC (configuration not stated)
  0.7, 0, 2, 8, 6, 1.9, -5, -3, -4

The list goes on; the last 2 above are carried over.
Each structure is followed by: TRPML3 agonist, NPY-Y1 antag, EP2 mod, EP2 antag, PPC-1+TRAIL kill, TRPN1 ag, CHOP inhibitor, 14-3-3 Bad PPI, NPY1 pot ag
> CCCCCOc1ccc(C(=O)NC(C(=O)O)C(C)C)cc1 (configuration not stated)
  0.5, 1, 7, 8, -11, 0.9, -2, -1, 1
> COc1ccc(C(NC(C)=O)c2c(O)ccc3ccccc23)cc1OC (configuration not stated)
  0.7, 0, 2, 8, 6, 1.9, -5, -3, -4
> CCOC(=O)c1ccc(NC(=O)Cn2nnc3ccccc32)cc1
  1.9, -9, -16, 14, 15, 7.6, 36, -4, 21
> COc1ccc(N2CC(C(=O)Nc3nccs3)CC2=O)cc1 (configuration not stated)
  0.4, 3, 22, 4, 3, 0.3, 12, -6, -3
> O=C(Cn1ncc2c(=O)oc3ccccc3c21)N1CCC(N2CCCCC2)CC1
  0.3, -4, 10, 8, 3, 0.9, -20, 2, -3
> O=C(OCCOc1ccccc1)c1n[nH]c2ccccc12
  0.2, /, -10, 20, 2, -2.7, 1, -3, -1
> O=C(Nc1nc2ccccc2n1CCN1CCCCC1)C1CCCCC1
  0.6, 12, 10, 12, 6, 1.4, 7, 22, 3
> CCCCN1C(=O)C2NN=C(C(=O)OC)C2C1=O (configuration not stated)
  0.9, -1, 5, 6, -16, -0.9, 28, -8, -9
> Cc1ccc(SCCNC(=S)Nc2ccc(C)c(C)c2)cc1
  0.4, 6, -43, 8, 2, -0.8, 75*, -5, -29
> CC(=O)N1CCc2cc(S(=O)(=O)Nc3cccc(C(F)(F)F)c3)ccc21
  1.6, 5, -45, 14, -20, 3.2, 51, -9, 7
> O=C(NN1C(=O)C2C3C=CC(O3)C2C1=O)c1cccc(Br)c1 (configuration not stated)
  0.0, 4, 2, 5, -5, -1.5, 7, 0, -9
> Cc1ccc(S(=O)(=O)N2CCCC2CO)cc1 (configuration not stated)
  0.2, -8, 14, 3, 9, 0.2, -11, 0, 3
> Cn1nnnc1SCC(=O)Nc1ccc(N2CCOCC2)cc1
  0.6, 1, 2, 9, 2, 1.4, 21, -15, -3
> CCn1nc(C)c(NC(=O)c2cnn3c(C(F)F)cc(-c4ccccc4)nc23)c1C
  0.8, 7, -41&-63, 12&10, 12, 0.9, 23, -17, 1
> C/C(CC(=O)Nc1ccccn1)=N\NC(=O)c1ccccc1
  1.0, 3, 32, 6, -8, 0.5, 14, -8, -4
> CCCCCCn1c(N2CCN(c3ccccc3)CC2)nc2c1c(=O)n(C)c(=O)n2C
  0.1, 9, 6, 12, 5, -0.4, 54, -5, -11
> CC(=N/O)/C(C)=N\NC(=O)c1ccccn1
  0.8, 1, 0, 3, 29, 1.5, -27, 6, 10
> Cc1cccc(C)c1NC(=O)CSc1nnc(NC(=O)CN2CCOCC2)s1
  0.5, -3, 19, 7, 14, -0.4, 21, 11, 5
> CCOC(=O)C1(Cc2ccccc2C(F)(F)F)CCN(C2CCCC2)CC1
  0.6, 19, -28, 20, 11, -0.7, 22, -5, -3
> Cc1ccc(C(=O)COC(=O)CCc2ccc(S(=O)(=O)N3CCCCC3)cc2)cc1
  0.2, -3, 31, 5, 28, 0.8, -5, 1, -5
> Cn1cc(/C=C(\C(=O)O)C(C(=O)O)=C2CCCCC2)c2ccccc21
  0.9, -2, 33, 5, 4, 0.8, 1, -4, 5
> O=C(N/N=C/c1ccccc1O)C(=O)Nc1ccccn1
  1.4, 1, -29, 5, 8, 2.4, 55, -27, -1

(further entries)
Each structure is followed by: TRPML3 agonist, NPY-Y1 antag, EP2 mod, EP2 antag, PPC-1+TRAIL kill, TRPN1 ag, CHOP inhibitor, 14-3-3 Bad PPI, NPY1 pot ag
> CSc1ccc(CNCCN2CCOCC2)cc1
  0.7, 7, 11, 5, 17, 3.0, -3, 10, -1
> COCCNc1ccc(-c2nn(C)c(=O)c3ccccc23)cc1[N+](=O)[O-]
  0.6, /, -16, 5, 20, 1.1, 16, -4, 22
> Cc1ccccc1OCc1csc(N)n1
  0.4, -1, -6, 9, 6, -1.0, 12, -9, -10
> COc1cccc(N2C(=O)C(c3ccccc3)=C(c3nc4ccccc4s3)C2NC(C)=O)c1 (configuration not stated)
  -0.3, 0, 23, 3, 23, 0.1, -13, -5, 6
> CCCNC(=S)N1CCC(NC(=O)C23CC4CC(CC(C4)C2)C3)CC1
  0.6, 6, 26, 2, 6, 1.1, 39, 1, 17
> COc1ccc([N+](=O)[O-])cc1NC(=O)CSCc1ccccc1
  -0.2, -2, -9, 7, 5, -2.3, -8, 1[fluorescence artefact?], -9
> CN(C)S(=O)(=O)c1cc(NC(=O)CN2CCN(c3ccc(O)cc3)CC2)ccc1Cl
  1.1, 0, -19, 5, -8, 1.2, -32, 0, 2
> O=C(O)CCc1ccc(-c2cccs2)o1
  0.7, 10, 34, 13, 41, -1.5, 16, -4, 3
> CCCCn1nnnc1NCc1ccc(OC)c(OC)c1
  0.1, 2, 0, 7, 5, 0.5, 5, -1[fluorescence artefact?], 2
> C=CCN(CC=C)C(=O)CN1C(=O)c2ccccc2C1=O
  0.5, 1, -2, 5, 4, 1.3, -13, -11, 6
> O=C(CCC(=O)Nc1ccccc1Cl)NNC(=O)c1ccccc1[N+](=O)[O-]
  0.6, 2, 8, 5, 18, -0.1, -3, -2, -12
> c1ccc(CSc2nnnn2-c2cccc3ccccc23)nc1
  -0.9, -2, -24, 11, 6, -0.2, 45, -1, -4
> CCC(C)NC(=O)NCc1ccccc1F (configuration not stated)
  0.5, 5, 7, 10, 4, -1.2, -1, 0, -8
> COc1ccc(/C=C/C(=O)NCC(c2ccc(F)cc2)N2CCOCC2)cc1OC (configuration not stated)
  -0.3, /, 8, 9, -7, 0.0, -1, -3, -15
> c1ccc(-n2cc(CN3CCCC3)c(-c3ccc4c(c3)OCO4)n2)cc1
  1.2, 0, -19, 15, 13, 0.9, 15, 1, -11
> CNC(=O)OC(C)CNS(=O)(=O)c1ccc(C)cc1 (configuration not stated)
  0.8, 3, -5, 10, 8, -0.5, 27, -1[fluorescence artefact?], -3
> CC(=O)Nc1ccc2c(c1)C(=O)c1ccccc1C2=O
  0.0, -3, -6, 3, 18, -0.2, 1, 9, -1
> COCCNC(=O)/C(C#N)=C/c1cccc(NC(=O)c2ccccc2Cl)c1
  0.4, -2, -3, 8, 15, 0.0, -26, -2[fluorescence artefact?], -8
> CC(=O)Oc1ccc(C(=O)O)c(OC(C)=O)c1
  0.8, /, 7, 9, -12, 1.8, -4, 4, -4
> O=C(CN1CCN(Cc2ccccc2)CC1)N/N=C\C=C/c1ccco1
  1.0, 1, 9, 10, 4, 2.0, 7, -18, -10
> COc1ccc(OC)c(C(=O)COC(=O)c2ccccc2O)c1
  -0.2, 3, 36, 5, 23, -0.1, 4, -10, -9
> O=C(CSc1nc2ccccc2o1)NC(=O)NCc1ccco1
  -1.9, 2, 21, 7, 18, -0.9, 15, -13, -25

Just EP2 mod, TRPN1 ag and EP2 antag, for four of the compounds above:
canonical_smiles	EP2 mod	TRPN1 ag	EP2 antag
CCCNC(=S)N1CCC(NC(=O)C23CC4CC(CC(C4)C2)C3)CC1	26	1.1	2
COc1ccc([N+](=O)[O-])cc1NC(=O)CSCc1ccccc1	-9	-2.3	7
CN(C)S(=O)(=O)c1cc(NC(=O)CN2CCN(c3ccc(O)cc3)CC2)ccc1Cl	-19	1.2	5
O=C(O)CCc1ccc(-c2cccs2)o1	34	-1.5	13

Not all compounds are listed; rates above refer to the full screens.
